# Bioassay records (PubChem BioAssay)
# Mtb UGM inh: M. tuberculosis UGM enzyme inhibitors, primary screen, biochemical, fluorescence polarization, single point; UDP-galactopyranose mutase (Mycobacterium tuberculosis (strain ATCC 25618 / H37Rv)), …; purified UGM, fluorescence polarization probe displacement; inhibition, % at 10 µM; 320,000 tested, 0.06% active; AID 504406, 2011; in the data active means inhibition above about 10%, passing the limit was not always enough
# Mtb FBA inh: Mtb FBA enzyme inhibitors, primary screen, biochemical, fluorescence, strain H37Rv; purified M. tuberculosis FBA, fluorescence read-out; inhibition, % at 1 µM; 360,000 tested, 2.3% active; Fructose-bisphosphate aldolase (Mycobacterium tuberculosis (strain ATCC 25618 / H37Rv)), …; AID 588726, 2011; in the data active means inhibition above about 27%;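 further: 0% = vehicle and 100% = reference inhibitor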
# TcdB inh: TcdB glycohydrolase inhibitors, primary screen, biochemical, single point, plate reader. TcdB glycohydrolase enzymatic assay. 350,000 tested, 0.24% active. inhibition, % at 9.99 µM; in the data active means inhibition above about 10%
# Target sequence (P18177 whole entry, looked up): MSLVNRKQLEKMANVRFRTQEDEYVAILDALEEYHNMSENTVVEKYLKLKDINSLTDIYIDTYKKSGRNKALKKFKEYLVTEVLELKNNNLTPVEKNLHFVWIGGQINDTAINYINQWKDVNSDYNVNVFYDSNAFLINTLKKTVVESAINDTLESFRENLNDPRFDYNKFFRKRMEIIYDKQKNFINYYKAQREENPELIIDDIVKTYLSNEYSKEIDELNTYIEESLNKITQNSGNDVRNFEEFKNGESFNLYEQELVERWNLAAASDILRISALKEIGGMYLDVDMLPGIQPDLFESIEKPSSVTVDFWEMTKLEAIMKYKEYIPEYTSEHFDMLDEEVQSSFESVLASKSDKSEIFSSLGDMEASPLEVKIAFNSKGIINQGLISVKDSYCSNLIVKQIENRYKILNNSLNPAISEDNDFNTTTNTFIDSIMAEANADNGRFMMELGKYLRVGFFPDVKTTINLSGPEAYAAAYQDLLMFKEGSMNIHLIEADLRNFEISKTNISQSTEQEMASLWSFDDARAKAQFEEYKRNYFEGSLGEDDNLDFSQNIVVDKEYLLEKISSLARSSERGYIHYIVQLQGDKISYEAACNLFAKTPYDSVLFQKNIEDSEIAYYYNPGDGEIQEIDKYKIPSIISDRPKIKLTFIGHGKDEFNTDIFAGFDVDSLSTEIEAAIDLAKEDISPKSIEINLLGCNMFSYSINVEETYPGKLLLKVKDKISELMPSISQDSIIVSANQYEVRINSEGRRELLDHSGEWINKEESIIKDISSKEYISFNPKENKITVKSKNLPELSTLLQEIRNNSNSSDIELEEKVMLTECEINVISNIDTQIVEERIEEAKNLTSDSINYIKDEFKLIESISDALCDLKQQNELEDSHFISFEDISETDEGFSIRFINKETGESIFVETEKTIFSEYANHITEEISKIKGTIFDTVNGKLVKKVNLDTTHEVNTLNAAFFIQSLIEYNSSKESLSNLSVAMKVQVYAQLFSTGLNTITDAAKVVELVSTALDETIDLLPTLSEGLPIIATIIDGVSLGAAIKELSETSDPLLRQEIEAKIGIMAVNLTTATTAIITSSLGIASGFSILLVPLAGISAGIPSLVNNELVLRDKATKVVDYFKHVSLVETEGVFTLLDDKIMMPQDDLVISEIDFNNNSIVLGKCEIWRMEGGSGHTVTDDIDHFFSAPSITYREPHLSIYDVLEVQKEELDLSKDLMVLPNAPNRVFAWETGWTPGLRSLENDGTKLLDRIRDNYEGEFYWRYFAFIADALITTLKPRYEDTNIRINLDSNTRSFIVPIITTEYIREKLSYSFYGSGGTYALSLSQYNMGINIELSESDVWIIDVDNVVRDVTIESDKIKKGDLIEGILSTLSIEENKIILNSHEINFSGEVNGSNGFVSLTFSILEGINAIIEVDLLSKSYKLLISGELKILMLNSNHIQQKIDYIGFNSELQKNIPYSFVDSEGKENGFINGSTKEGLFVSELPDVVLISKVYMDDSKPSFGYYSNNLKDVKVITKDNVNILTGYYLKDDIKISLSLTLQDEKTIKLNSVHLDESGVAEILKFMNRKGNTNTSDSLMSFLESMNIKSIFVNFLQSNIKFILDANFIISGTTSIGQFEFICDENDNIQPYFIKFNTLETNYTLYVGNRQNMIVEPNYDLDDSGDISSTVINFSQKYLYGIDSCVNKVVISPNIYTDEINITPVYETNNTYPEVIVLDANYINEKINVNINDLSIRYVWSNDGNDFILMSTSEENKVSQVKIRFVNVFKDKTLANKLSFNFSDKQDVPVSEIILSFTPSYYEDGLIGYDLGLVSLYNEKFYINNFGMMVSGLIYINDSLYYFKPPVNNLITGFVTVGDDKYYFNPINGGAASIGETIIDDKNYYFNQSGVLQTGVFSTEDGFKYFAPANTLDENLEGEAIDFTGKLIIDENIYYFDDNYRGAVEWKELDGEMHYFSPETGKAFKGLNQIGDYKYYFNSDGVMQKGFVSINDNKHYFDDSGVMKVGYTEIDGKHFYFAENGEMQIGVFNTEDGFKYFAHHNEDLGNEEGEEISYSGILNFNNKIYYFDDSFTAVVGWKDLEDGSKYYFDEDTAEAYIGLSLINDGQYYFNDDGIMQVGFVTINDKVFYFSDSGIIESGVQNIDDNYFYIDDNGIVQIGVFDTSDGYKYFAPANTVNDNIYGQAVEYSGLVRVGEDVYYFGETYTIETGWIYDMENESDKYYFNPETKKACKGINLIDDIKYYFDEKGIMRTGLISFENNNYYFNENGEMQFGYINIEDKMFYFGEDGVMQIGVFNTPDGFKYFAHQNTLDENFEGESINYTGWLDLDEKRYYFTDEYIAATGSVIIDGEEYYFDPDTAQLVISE
# Mtb BioA inh: M. tuberculosis BioA enzyme inhibitors, primary screen, biochemical, plate reader, single point, HTS; purified M. tuberculosis BioA enzyme; inhibition, % at 9.99 µM; 360,000 tested, 0.096% active; AID 602481, 2012; in the data active means inhibition above about 40%
# GDH-TPI counter: GDH-TPI coupling enzyme inhibitors, primary screen, artefact control for M. tuberculosis FBA inhibitor project, biochemical, absorbance, full deck. 360,000 tested, 1.2% active. inhibition, % at 4.8 µM. AID 588335, 2011. GDH-TPI coupled enzyme counterscreen, NADH absorbance; in the data active means inhibition above about 30%;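 further: 0% = DMSO wells and 100% = wells lacking the enzyme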
# PfHsp40 rescue: rescue of yeast from PfHsp40 toxicity, primary screen, S. cerevisiae, ATP luminescence; AID 504582, 2011; growth rescue, % at 12.5 µM; S. cerevisiae expressing PfHsp40, growth rescue; 340,000 tested, 0.68% active; in the data active means growth rescue above about 28%, passing the limit was not always enough;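 further: yeast W303a lacking pdr1 and pdr3 grown in galactose medium; growth measured after three days at 30 °C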
# Y pestis TopoI: Yersinia pestis topoisomerase I inhibitors, primary screen, biochemical, cleavage product accumulation, plate reader, single point. DNA topoisomerase I (Yersinia pestis CO92). Y. pestis Topo-I cleavage product accumulation. activity, % at 10 µM. 360,000 tested, 0.064% active. AID 504884, 2011; in the data active means activity above about 50%, passing the limit was not always enough; further: inactives centre near 2
# FadD28 FP inh: inhibitors of FadD28 bisubstrate probe binding, primary screen, biochemical, fluorescence polarization, single point | inhibition, % at 12.5 µM | AID 588549, 2011 | Mycobacterium tuberculosis FadD28 fatty-acid-AMP ligase | 360,000 tested, 0.22% active; in the data active means inhibition above about 8.5%, passing the limit was not always enough
# Vc quorum ag: inducers of Vibrio cholerae quorum light production without autoinducers, primary screen, BH1578 luxS cqsA deficient, single point. AID 588436, 2011. V. cholerae BH1578 lux reporter, luminescence, 6 h. 350,000 tested, 0.16% active. activation, % at 18.7 µM; in the data active means activation mostly above about 9.7%, no sharp cut-off; further: not every result past the cut was called active; inactives centre near 0; reference of the scale not given here
# Starred values were filed as active, the others as inactive; i = inactive; . = not tested or not shown.
SMILES,Mtb UGM inh,Mtb FBA inh,TcdB inh,Mtb BioA inh,GDH-TPI counter,PfHsp40 rescue,Y pestis TopoI,FadD28 FP inh,Vc quorum ag
O=S(=O)(NC1CC1)c1ccc(Br)cc1N1CCC[C@H]1CO,.,-2,-2.7,2.0,6,-0.5,6,-1.7,i
COc1ccc(CCNC(=O)c2cc(=O)[nH]c3ccccc23)cc1,0.8,0,-0.5,-1.8,13,0.7,-4,-2.0,-0.4
CCN(Cc1ccccc1)C(=O)C1CCN(c2ncnc3c2nc2n3CCCCC2)CC1,-1.7,3,-11,5.4,-3,0.3,34,0.0,-12
COc1ccc2[nH]c(C)c(CCNC(=S)Nc3cccc(C)c3)c2c1,1.6,2,0.4,0.9,8,0.8,-4,-0.7,-0.2
CN(C)C=Nc1nonc1-c1ccccc1,0.0,2,-0.5,.,-7,0.0,0,1.2,-0.6
CC(CN1CCN(Cc2ccccc2)CC1)OC(=O)c1ccco1 (stereo unspecified),0.6,2,-0.1,.,5,-1.2,4,-2.5,i
O=C(NCc1ccccn1)c1cc(-c2ccccc2Cl)nc2ccccc12,0.6,2,-3.2,-0.3,10,-0.7,-1,-5.0,-3.3
c1ccc2oc(-c3ccc4nc[nH]c4c3)nc2c1,-0.5,60*,.,1.0,9,0.9,-6,-7.3,-2.8
CC1(C(=O)NS(=O)(=O)c2cccc(F)c2)CCN1C(=O)Cc1ccc(Cl)cc1Cl (stereo unspecified),.,0,2.6,-0.9,2,.,10,-0.5,-0.4
CC1(C)Oc2ccc3ccc(=O)oc3c2/C(=C/Nc2ccccn2)C1=O,-1.0,-3,.,0.1,12,2.6,3,-3.1,i
Cc1cc(C)c[n+](C(C)C(=O)c2ccc(-c3ccccc3)cc2)c1 (stereo unspecified),-1.6,2,.,1.3,4,-1.7,5,-1.6,-0.6
Cc1ccc(S(=O)(=O)N2CCN(C(=O)COC(=O)c3cc(C)oc3C)CC2)cc1,-0.2,-1,.,-1.1,-1,0.6,22,0.5,-3.6
CN1CCC(OC(=O)C2c3ccccc3Oc3ccccc32)CC1,-0.2,5,.,0.7,-3,0.7,6,-0.9,5.0
Cc1cccn2c(=O)c(C=Nc3ccccc3)c(NCCO)nc12,2.2,39*,0.6,-1.1,22,-0.1,7,-3.7,-1.7
O=C1CC[C@@H](OCc2ccccc2)CCN1CC[C@H](Sc1ccccc1)c1ccccc1,-2.6,-2,0.1,3.7,7,3.0,9,-2.7,-2.1
Cc1cc(=O)oc2cc(OCC3CC(c4ccccc4)=NO3)ccc12 (stereo unspecified),0.1,27,1.3,-0.6,13,2.4,1,-1.8,i
CNC(=S)NCC(O)c1ccc([N+](=O)[O-])cc1 (stereo unspecified),-0.7,0,-0.3,.,0,-1.1,12,0.4,i
Cc1cccc(N2CCN(C(=O)CSCc3c(C)noc3C)CC2)c1C,1.9,-6,.,3.2,-10,-0.9,6,-2.8,1.4
Fc1ccc2cc(-c3ccccc3F)ncc2c1,-3.2,2,-0.2,1.4,5,-1.0,-2,0.0,i
COc1ccc(/C=N/N(C)C2=NS(=O)(=O)c3ccccc32)cc1,-0.9,1,-0.8,-2.0,23,-1.5,-1,-2.8,-0.3
COc1ccc(NC(=O)Cn2c(=O)n(Cc3ccco3)c(=O)c3ccccc32)cc1,0.5,2,.,.,-1,-0.6,4,-2.8,0.4
COc1ccc(C(=O)O)cc1NC(=S)NC(=O)CSc1ccc(Cl)cc1,-2.9,2,-0.2,-1.9,4,-0.3,1,-4.3,-0.1
Cc1cc(NC(=O)CCC(=O)N(c2ccc(F)cc2)C2(C(=O)NC3CCCCC3)CCCC2)no1,0.4,-2,.,0.2,0,1.6,15,-2.0,-6.0
O=C(CN(C(=O)CNS(=O)(=O)c1ccccc1)c1ccc2c(c1)OCCO2)NCc1ccco1,1.4,2,.,2.7,6,0.1,6,0.1,i
Cc1ccc(Cl)cc1N1CCN(C(=O)COc2ccc3c(c2)CCC3)CC1,-2.2,0,1.2,-0.8,5,-1.1,41,0.0,-0.8
CCCOc1ccc(N2C(=O)CC(SCCc3nc4ccccc4[nH]3)C2=O)cc1 (stereo unspecified),0.4,0,-0.1,.,-5,0.6,9,-3.7,i
CC(=O)NCCc1ccc(C(=O)COC(=O)c2cccn2C)cc1,-0.7,-1,1.2,-0.9,5,-0.9,3,-1.3,i
Cc1ccc(C2=N/C(=C\c3ccc(F)cc3)C(=O)N2)cc1,0.6,2,1.0,-1.9,-4,-0.4,1,-2.0,1.0
COc1ccc(/C=C2\C(=N)N3N=C(CC(=O)N4CCOCC4)SC3=NC2=O)cc1,0.9,2,0.8,-0.7,10,-0.9,4,-0.7,-2.0
O=C(CCCc1ccccc1)NCCS(=O)(=O)N1CCN(c2ccc(F)cc2)CC1,-2.9,2,0.9,-0.7,6,0.7,14,-0.3,-0.8

# Record cards (already shown).
# Entry for COc1ccc(/C=C2\C(=N)N3N=C(CC(=O)N4CCOCC4)SC3=NC2=O)cc1 → Mtb UGM inh: 0.9; Mtb FBA inh: 2; TcdB inh: 0.8; Mtb BioA inh: -0.7; GDH-TPI counter: 10; PfHsp40 rescue: -0.9; Y pestis TopoI: 4; FadD28 FP inh: -0.7; Vc quorum ag: -2.0
# Entry for CCCOc1ccc(N2C(=O)CC(SCCc3nc4ccccc4[nH]3)C2=O)cc1 (stereo unspecified) → Mtb UGM inh: 0.4; Mtb FBA inh: 0; TcdB inh: -0.1; Mtb BioA inh: .; GDH-TPI counter: -5; PfHsp40 rescue: 0.6; Y pestis TopoI: 9; FadD28 FP inh: -3.7; Vc quorum ag: i
# Entry for CC(=O)NCCc1ccc(C(=O)COC(=O)c2cccn2C)cc1 → Mtb UGM inh: -0.7; Mtb FBA inh: -1; TcdB inh: 1.2; Mtb BioA inh: -0.9; GDH-TPI counter: 5; PfHsp40 rescue: -0.9; Y pestis TopoI: 3; FadD28 FP inh: -1.3; Vc quorum ag: i

# (continued)
SMILES,Mtb UGM inh,Mtb FBA inh,TcdB inh,Mtb BioA inh,GDH-TPI counter,PfHsp40 rescue,Y pestis TopoI,FadD28 FP inh,Vc quorum ag
Cc1c(C(=O)NC(C)CN2CCCCC2)oc2ccccc12 (stereo unspecified),0.7,4,.,-1.1,4,-2.2,-2,-1.0,i
O=C(COC(=O)c1ccc(Cl)c([N+](=O)[O-])c1)Nc1ccccc1OC(F)F,-5.2,2,.,.,0,0.2,-6,-1.9,2.7
CC(=O)NC(C)(c1ccccc1)c1nc(-c2cccc(C#N)c2)cs1 (stereo unspecified),.,-1,0.7,-0.4,0,.,2,-3.2,i
O=C(CCc1ccccc1)NC1(Cc2ccccc2)CCN(CCCc2ccccc2)C1=O (stereo unspecified),0.6,2,-1.4,-1.3,2,7.3,26,-4.7,i
Cc1cc(C)cc(NC(=S)NCc2ccc(F)cc2)c1,2.4,0,2.6,-4.9,-4,4.8,3,-3.4,-1.8
CCC(C)(C)NC(=O)C(c1ccc(C)cc1)N(CC1CCCO1)C(=O)CNC(=O)c1cccs1 (stereo unspecified),-0.8,-1,.,-1.5,11,0.6,0,-3.6,i
O=C(NCCOc1ccccc1)c1ccccc1NC(=O)C1CCCO1 (stereo unspecified),-1.5,4,0.4,1.9,2,-0.1,3,-2.8,-0.3
COc1c(C)c2c(c(O)c1C/C=C(\C)CCC(=O)O)C(=O)OC2,2.6,22,0.1,0.1,10,9.1,6,-0.2,-0.4
COc1cccc2sc(Nc3nnc(-c4ccccc4Cl)o3)nc12,-0.4,18,1.7,0.2,28,2.8,32,0.2,-0.3
O=C(NCCc1cccs1)C1CC1,0.4,1,0.8,.,1,-0.4,1,-4.5,-0.4

# The closing 4 compounds of the part above lead into the next.
SMILES,Mtb UGM inh,Mtb FBA inh,TcdB inh,Mtb BioA inh,GDH-TPI counter,PfHsp40 rescue,Y pestis TopoI,FadD28 FP inh,Vc quorum ag
O=C(NCCOc1ccccc1)c1ccccc1NC(=O)C1CCCO1 (stereo unspecified),-1.5,4,0.4,1.9,2,-0.1,3,-2.8,-0.3
COc1c(C)c2c(c(O)c1C/C=C(\C)CCC(=O)O)C(=O)OC2,2.6,22,0.1,0.1,10,9.1,6,-0.2,-0.4
COc1cccc2sc(Nc3nnc(-c4ccccc4Cl)o3)nc12,-0.4,18,1.7,0.2,28,2.8,32,0.2,-0.3
O=C(NCCc1cccs1)C1CC1,0.4,1,0.8,.,1,-0.4,1,-4.5,-0.4
O=C(c1ccco1)N1C(=O)c2cccc3c(S(=O)(=O)N4CCCC4)ccc1c23,1.8,3,.,1.2,-4,0.8,-1,0.8,-3.0
Cc1ccc(S(=O)(=O)c2nc(-c3cccs3)oc2NCCCN(C)C)cc1,-0.2,5,.,.,9,-1.2,-3,-3.6,-0.2
Cc1ccc(-c2nc(=S)c3c(n2Cc2ccco2)CC(C)(C)OC3)cc1,-0.1,1,.,2.0,7,0.6,0,-1.0,-0.3
CN(c1ccc(Cl)cc1)c1cc2c(c3c1ccn3C)C1CCC2C1 (stereo unspecified),.,1,0.5,-1.4,.,.,.,0.5,.
CCCCCc1c(O)nc(SCCN(CC)CC)[nH]c1=O,-0.1,0,0.8,.,2,-1.9,6,-0.8,i
Nc1nnc(-c2cccc([N+](=O)[O-])c2)s1,2.4,-4,1.4,.,3,-1.9,-7,0.2,-0.2
CSc1nc2c(cc1C#N)CCCCC2,-1.3,-1,0.8,-0.4,5,-0.6,-1,-0.7,0.9
COc1ccc(-c2nc3c(c4nnc(SC(C)C(=O)Nc5ccccc5)n24)COC(C)(C)C3)cc1 (stereo unspecified),-0.8,1,1.1,.,2,-0.7,2,-1.4,-0.3
COc1ccc(CCN(C)C2CCCN(C(=O)CCSC)C2)cc1OC (stereo unspecified),-0.3,0,-1.7,1.3,10,-0.2,-4,0.3,i
CCCN(CCC)Cc1c(C(=O)N/N=C/c2ccco2)nnn1-c1nonc1N,2.2,-1,0.9,-0.1,14,-1.0,5,-4.7,-0.4
CN1CC(c2ccccc2Cl)C2(COc3ccccc3C2=O)C12C(=O)Nc1ccccc12 (stereo unspecified),-1.8,-4,.,0.8,-11,10,9,-6.2,-1.0
O=C(Nc1nnc(-c2ccccc2)o1)c1cc(Cl)sc1Cl,0.1,1,-0.3,.,7,2.1,1,-3.3,-0.3
COCc1cc(C)nc(SCC[N+](C)(C)CC(=O)Nc2ccccc2)c1C#N,-1.9,-2,0.8,-0.4,4,0.3,-13,-0.8,i
COCCc1nc2ccc(C(=O)N3CCCC(CCCO)C3)cc2o1 (stereo unspecified),0.3,0,0.9,-0.5,-2,0.6,-10,-1.3,0.0
O=C(NC1CCN(Cc2ccccc2)CC1)C1CCN(c2nnc(-n3cccc3)s2)CC1,-3.4,3,-0.6,0.1,-6,-2.0,-7,-1.8,i
CC1CCCC(NC(=O)NC(=O)COC(=O)C2=NN(c3ccccc3)C(=O)CC2)C1C (stereo unspecified),.,2,2.1,1.0,0,-0.7,18,-0.9,-2.5
Cc1ccc2nc(NC(=O)C3CCN(S(=O)(=O)c4cccs4)CC3)sc2c1,1.8,-3,.,-2.2,-8,0.0,4,-6.6,i
CCc1cc(=O)n2c([nH]c3ccccc32)c1C#N,1.0,66*,.,-0.1,1,19,-11,-0.6,-0.1
O=C1OCCC1Sc1nc2ccccc2c(=O)n1Cc1ccc(F)cc1 (stereo unspecified),-1.2,1,0.0,.,-41,1.8,6,-9.9,-0.8
O=C(NNC(=S)NC(=O)c1ccccc1)c1cccnc1,0.7,0,0.5,1.4,28,1.1,0,0.6,i
